KKLEB tox = cytotoxicity in KKLEB CF airway cells, primary screen, cytotoxicity control for CF NF-kB inhibitor project, cell-based, uHTS, fluorescence assay plates | KKLEB CF airway cells viability, ATPlite luminescence, overnight; stronger effect = lower value; cells stimulated with P. aeruginosa culture filtrate | activity change (cytotoxicity), % at 5 µM | 360,000 compounds, 0.36% hits;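 active means corrected activity change at or below -50% at 5 µM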
TRAIL sens C8 = viability loss with TRAIL in NB7+C8 cells, primary screen, TRAIL sensitizer project, cell-based, ATPlite luminescence. inhibition (viability loss, TRAIL sensitization), % at 10 µM. 360,000 compounds, 1% hits;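 active means compounds causing at least 50% loss of cell viability in the single-dose screen, relative to plate controls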
Peg3 promoter = Peg3 promoter-driven luciferase inhibitors, primary screen, cell-based, HeLa, luciferase luminescence; HeLa PEG-Prom luciferase reporter, overnight; AID 588405, 2011; 360,000 compounds, 1.7% hits; inhibition, % at 20 µM;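 active means inhibition of at least 50% at 20 µM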
NR2E3 ag-1 = NR2E3 agonists in two-hybrid cells, primary screen, cell-based, luminescence, CHO-S, Gal4-NCOR/VP16-NR2E3; Photoreceptor-specific nuclear receptor (Homo sapiens), Q9Y5X4; luciferase; inhibition of corepressor binding, % at 3.98 µM; 360,000 compounds, 0.35% hits; AID 602229, 2012;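 active means inhibition above the mean of all tested compounds plus 3 SD, cut at about 70% in these data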;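 further: 0% = DMSO with NR2E3 transfected cells and 100% = cells lacking NR2E3 construct; higher means lower luciferase signal from less NR2E3 corepressor binding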
Target sequence (Q9Y5X4 whole entry, looked up, the tested form may be a part): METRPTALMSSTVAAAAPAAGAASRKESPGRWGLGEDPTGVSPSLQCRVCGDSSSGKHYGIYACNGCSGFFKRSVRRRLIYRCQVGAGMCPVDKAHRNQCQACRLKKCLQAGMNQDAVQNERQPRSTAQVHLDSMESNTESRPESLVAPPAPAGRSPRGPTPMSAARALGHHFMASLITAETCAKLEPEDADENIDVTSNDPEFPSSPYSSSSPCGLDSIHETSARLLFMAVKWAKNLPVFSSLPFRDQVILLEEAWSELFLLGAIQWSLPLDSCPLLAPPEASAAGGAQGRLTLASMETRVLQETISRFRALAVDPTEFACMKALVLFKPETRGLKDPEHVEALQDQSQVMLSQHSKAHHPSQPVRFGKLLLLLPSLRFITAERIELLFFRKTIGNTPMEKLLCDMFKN
HIF-2a block = HIF-2a reporter inhibitors, primary screen, luminescence, 786-0 RCC cells. 786-0 RCC cells HIF-2a reporter, luciferase luminescence, overnight. 360,000 compounds, 0.72% hits. inhibition, % at 18.8 µM;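 active means inhibition of the luminescence signal of 40% or more relative to plate controls, in a single-dose primary screen at 18.75 µM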
TROY signal inh = inhibitors of TROY-driven NF-kB signaling, primary screen, Q293 LMP1-TROYcd cells, NF-kB luciferase, uHTS; Q293 LMP1-TROYcd NF-kB luciferase reporter, 4 h; inhibition, % at 10 µM; 360,000 compounds, 0.98% hits;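 active means compounds whose plate-normalised and pattern-corrected inhibition of the luciferase reporter signal at the single screening dose is 50% or more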
TWEAK-Fn14 inh = inhibitors of TWEAK-Fn14 signaling, primary screen, luciferase reporter cells, uHTS; inhibition, % at 10 µM; TWEAK-stimulated Fn14 reporter cells, luciferase luminescence, 8 h; 360,000 compounds, 2% hits; in the data active means inhibition above about 50%
Shn3 inh set2 = reduction of Shn3 3'UTR firefly luciferase signal, primary screen, Schnurri-3 inhibitor project, cell-based, Clone20 osteoblasts, set 2 | 360,000 compounds, 0.52% hits | Clone20 osteoblast Shn3 3'UTR firefly luciferase, 24 h | inhibition, % at 12.5 µM;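 active means mean inhibition of at least 75% with every replicate also reaching 75%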;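 further: 0% = median of neutral control wells and 100% = pilot-screen positive control compound; some compounds past the cut are filed as inactive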
NR2E3 ag-2 = inhibitors of NR2E3-RetCOR corepressor binding, primary screen, NR2E3 agonist project, biochemical, TR-FRET, GST-NR2E3, biotin-RetCOR; 1536-well; inhibition of corepressor binding, % at 4.78 µM; 320,000 compounds, 0.12% hits; AID 2300, 2010;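 active means percent inhibition above the cutoff of mean plus 3 SD of all tested compounds, set per screening campaign, cut at about 20% in these data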;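 further: 0% = DMSO wells and 100% = biotin wells as full block of FRET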
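System: GST-NR2E3 and biotin-RetCOR proteins; probe or stimulus: 7 nM biotin-RetCOR; doses: compound at 4.8 µM, single dose; schedule: Compound–protein incubation for 5 h at 4 °C; detection: time-resolved FRET; read-out: percent inhibition; controls: biotin wells as high control, 0.6% DMSO wells as low control; format: 1536-well plates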
MITF TRPM1 inh = inhibitors of MITF-dependent TRPM1 promoter reporter, primary screen, cell-based, SK-MEL-5, single point, luciferase; SK-MEL-5 TRPM1 promoter luciferase, 24 h; inhibition, % at 12.5 µM; AID 488899, 2010; 330,000 compounds, 0.83% hits;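 active means mean inhibition across replicates of 60% or more, whatever share of single replicates reaches that level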; further: values of inactives mirror those of a sister screen read the other way
CF NFkB block = inhibitors of PAF-induced NF-kB signaling, primary screen, cell-based, GFP fluorescence, uHTS; inhibition, % at 5 µM; 360,000 compounds, 0.86% hits; KKLEB NF-kB-GFP reporter, GFP fluorescence overnight;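 active means at least 50% inhibition at 5 µM, scaled per plate between neutral and stimulator controls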;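 further: PAF is a Pseudomonas aeruginosa culture filtrate used as stimulus; plate controls were PAF-stimulated DMSO wells for no effect and unstimulated DMSO wells for full effect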
Numbers without * were called inactive; . = no result given. The list is partial; the hit share may differ from the screen's.

SMILES	KKLEB tox	TRAIL sens C8	Peg3 promoter	NR2E3 ag-1	HIF-2a block	TROY signal inh	TWEAK-Fn14 inh	Shn3 inh set2	NR2E3 ag-2	MITF TRPM1 inh	CF NFkB block
CC1(C)CC(=O)C(C(=S)Nc2ccccc2)=C(NCCN2CCOCC2)C1	0	21	14	-25	9	-6	-3	7	2	-12	12
Oc1c(C(c2ccco2)N2CCN(C(c3ccccc3)c3ccccc3)CC2)sc2ncnn12 (stereo unspecified)	14	-2	14	-39	15	4	8	-5	0	11	48
COc1ccc(NC(=O)Nc2ccccc2SC)cc1OC	4	-1	-89	-28	-133	-50	-16	-37	-3	-44	4
COc1cc(/C=C2\SC(N)=NC2=O)ccc1OCC(=O)Nc1ccccc1C	-10	8	-10	-1	-7	18	-5	-18	0	-10	-13
O=C(O)c1cccc(N2C(=O)CSC2=S)c1	6	-3	7	-65	12	-25	4	27	2	-2	13
COC(=O)c1[nH]c2c(c1C)C(=O)CC(c1ccccc1)C2 (stereo unspecified)	-29	-6	15	-5	6	14	38	1	2	27	42
COc1ccc(-n2c(SCC(=O)NCC3CCCO3)nc3c(c2=O)SC(C)C3)cc1 (stereo unspecified)	13	20	0	-1	9	4	0	1	6	-4	12
O=C(NCCOc1cccc(Cl)c1Cl)c1cc(-n2cnnc2)ccc1Cl	7	11	21	-32	4	2	-14	-8	3	-9	-1
CC(=O)C[C@@H](O)CC(=O)[C@H]1OC(=O)CCCCCc2ccccc21	0	-10	-10	-10	-1	-7	-1	-8	.	1	1
CCOC(=O)CNC(=O)CSc1nccn1Cc1ccco1	-2	-37	0	1	0	-2	2	12	1	-13	1
CC(C)C(NC(=O)CCNC(=O)c1ccc([N+](=O)[O-])cc1)c1nc2ccccc2[nH]1 (stereo unspecified)	4	-6	4	-8	1	-15	13	-13	2	-4	2
NC(=O)c1ccc(NC(=O)COC(=O)CC2Sc3ccccc3NC2=O)cc1 (stereo unspecified)	14	3	2	-18	-87	17	5	-16	-2	.	2
COc1ccc(/C=C/C(=O)Nc2ccncc2)cc1OC	6	8	-15	-2	-14	-1	-16	-4	0	-16	7
CCOc1ccccc1N(CC)C(=O)c1ccc2c(=O)n3c(nc2c1)CCCCC3	9	-11	10	1	10	-2	6	14	-2	-2	-2
O=C(c1ccc(Cl)cc1)N1CCCC(C(=O)N2CCN(c3ccccc3)CC2)C1 (stereo unspecified)	5	-5	9	2	19	5	19	-1	2	.	-6
O=C(CN1CCCCC1)Nc1ccc(Br)cc1[N+](=O)[O-]	2	-9	-101	-14	-75	-12	-18	-19	4	-19	6
O=C(NCCN1CCOCC1)c1cc2sccc2n1Cc1ccc(F)cc1	5	4	7	-2	-9	4	-9	20	2	2	4
COc1ccc(C(c2c(O)ccc3ccccc23)N2CCOCC2)c(OC)c1 (stereo unspecified)	-13	-14	-227	-52	-294	25	9	-51	2	-45	21
N#Cc1ccccc1OCC(=O)Nc1ccc2c(c1)OCCO2	18	14	-256	-38	-294	-68	-19	-59	-1	-75	-58
CCN1CCCC1CNC(=O)c1cc2cc(OC)c(OC)cc2[nH]1 (stereo unspecified)	-1	0	18	-16	8	-4	-2	-8	0	-1	2
CCOc1ccc(NC(=O)c2ccc(N3CC4CC(C3)c3cccc(=O)n3C4)c(NC(=O)c3cccnc3)c2)cc1 (stereo unspecified)	9	15	6	5	10	-16	-21	-16	2	-6	-10
CN(C)CCN(C(=O)c1ccccc1Cl)c1nc2c(Cl)cccc2s1	-16	20	-5	-4	3	-53	2	8	-4	5	9
COC(=O)c1cc(C#N)c(N2CC(C)OC(C)C2)nc1C (stereo unspecified)	-8	30	5	8	-2	13	10	-5	-1	-5	8
FC(F)(F)c1nc(NCC2CCCO2)c2nnn(Cc3ccccc3Cl)c2n1 (stereo unspecified)	1	-6	0	-2	12	-1	21	24	-1	-1	8
COc1cccc(N2CCN(C(=O)c3ccc(CS(=O)Cc4ccc(C)cc4)o3)CC2)c1 (stereo unspecified)	-1	-7	28	-11	21	11	-10	15	0	-5	0
COc1ccc(-c2nn(C)c3sc(C(=O)NCc4ccco4)cc23)cc1OC	1	-14	4	9	1	2	-10	0	10	8	-16
O=[N+]([O-])c1ccc(O)c(/C=N/NC2=NS(=O)(=O)c3ccccc32)c1	5	3	10	11	3	-7	34	-13	1	4	10
Cc1ccccc1OCC(=O)Nc1ccc2c(c1)OCO2	-3	1	-243	0	-329	-46	-30	-34	-2	-70	1
O=C(CSc1nnc(-c2cccs2)n1-c1ccccc1)NCC1CCCO1 (stereo unspecified)	0	5	19	-19	15	-5	1	2	-1	-4	-2
O=C(NCc1cccs1)c1ccc(N2CCCC2=O)cc1	-2	8	-95	-13	-142	-26	-23	-19	-1	-26	8
Cc1ccc(NC(=O)c2cc(-c3cc(C)c(C)cc3O)n[nH]2)cc1C	2	2	-41	-28	-69	-21	-43	-17	0	-22	2
CCOc1ccc(Cl)cc1CNCCCSc1ncccn1	4	-13	13	-32	15	-15	-6	19	4	5	4
O=S(=O)(NCCCc1ccccc1)c1ccc(F)c(F)c1	-8	25	22	-24	15	1	-9	2	0	-6	-11
CCN(CC)c1ccc(C2C(C(=O)OC(C)C)C(=O)CC(C)(O)C2C(=O)OC(C)C)cc1 (stereo unspecified)	-19	11	46	13	4	15	43	17	-1	6	5
COCCN(C(=S)Nc1cccc(OC)c1)C(C)c1cccs1 (stereo unspecified)	6	-4	10	5	14	5	-15	2	0	3	-5
CC(=O)Nc1ccc(S(=O)(=O)N2c3ccc(F)cc3CCC2C)cc1 (stereo unspecified)	-5	19	31	-47	26	-17	24	.	-1	5	4
Cc1ccc(S(=O)(=O)N2C[C@H]3C(=O)C[C@@H](c4cccc5ccccc45)N(S(=O)(=O)c4ccc(C)cc4)[C@H]3C[C@H]2c2ccc(Cl)cc2)cc1	4	9	3	3	-2	0	-9	1	.	.	15
Cc1ccc(-n2nnnc2SC(C)C(=O)Nc2ccc(Cl)cn2)cc1 (stereo unspecified)	-5	-8	9	-5	16	6	6	4	5	0	13
O=C(NCc1ccco1)c1sc2cc(Cl)ccc2c1Cl	2	6	-179	-53	-325	-35	18	-41	1	-50	6
C#CCOCCOCCOCCNc1nc(N2CCN(C(=O)C([C@@H](C)CC)n3cc(C(N)CC(C)C)nn3)CC2)nc(N2CCN(C(=O)[C@H](CCC(=O)O)n3cc(C(N)CC(C)C)nn3)CC2)n1 (stereo partly specified)	0	-6	-5	-27	9	8	7	-11	1	5	19
O=c1cnnc(Nc2ccccc2F)[nH]1	-14	-1	9	-2	4	11	-3	11	3	4	13
Cc1cc(C)c(C(CC(=O)c2cccs2)C(C#N)C#N)c(C)c1 (stereo unspecified)	-54*	33	-12	5	76*	-24	66*	-49	0	-39	61*
Cc1ccccc1C(=O)N1CCC[C@@H]1C(=O)N1CCC[C@H]1C(=O)NCc1ccncc1	.	-12	.	-14	2	17	13	.	.	.	.
Cn1c(CCN2CCN(c3ccccn3)CC2)nc2cc(NS(=O)(=O)c3ccc(F)cc3)ccc21	8	-16	8	-13	3	8	21	20	.	.	-15
COc1cc(C2NC(=O)N(C)C(C)=C2C(=O)OCc2ccccc2)cc(Br)c1O (stereo unspecified)	-8	-7	3	7	9	-2	-17	12	1	-2	-6
O=C1CCCCC1(CCc1ccncc1)CCc1ccncc1	-14	10	12	39	7	7	-7	46	.	7	-4
COc1cc(Cl)c(S(=O)(=O)NCc2ccccn2)cc1Cl	9	-6	0	3	-9	10	-2	15	-4	-9	-2
COc1ccc(N2CCN(C(=S)Nc3ccccc3)CC2)cc1	6	20	22	-23	2	3	8	10	5	1	9
CC(CNC(=O)c1ccco1)NC(=O)c1ccco1 (stereo unspecified)	10	18	5	-13	5	10	-1	0	2	0	-24
O=S(=O)(CS(=O)(=O)Oc1ccccc1)Oc1ccccc1	1	-13	-8	2	-1	-5	-2	2	.	-5	-13
COc1ccccc1NC(=O)CSc1nnc(-c2ccoc2C)o1	7	17	-263	-34	-257	-5	-5	-29	13	-62	-4
COC(=O)C(Cc1c[nH]c2ccccc12)NC(=O)c1cccs1 (stereo unspecified)	6	0	-114	6	-2	-51	-8	17	-1	-4	-10
CCC(C)C(NC(=O)c1ccccc1NC(=O)c1ccc(OC)cc1)C(=O)NCCCn1ccnc1 (stereo unspecified)	0	15	-7	-23	-6	7	20	6	0	11	-17
COC(=O)[C@H](C)NC(=O)NCc1ccccc1F	-2	-8	15	12	7	.	26	-11	1	-5	9
COc1ccc(CN2CCNC(=O)C2CC(=O)NCCCC2CCCC2)c(F)c1 (stereo unspecified)	-12	-14	16	-12	-11	14	5	-4	-3	4	-2
Cc1ccc(NC(=O)CS(=O)CC(=O)Nc2cnc3ccccc3c2)cc1Cl (stereo unspecified)	6	4	-1	12	2	-5	-29	-11	2	-8	-3
Clc1cccc(-c2nc3c4ccccc4ccn3c2Cc2ccccc2)c1	6	3	-77	-19	-92	-30	-28	-17	.	.	-9
O=C(CCCOc1ccc(Cl)cc1Cl)Nc1ncccn1	-2	-4	-58	-20	-91	14	-28	-11	3	-1	-7

Two of the compounds above, with values under each structure.
Results follow in this order: KKLEB tox | TRAIL sens C8 | Peg3 promoter | NR2E3 ag-1 | HIF-2a block | TROY signal inh | TWEAK-Fn14 inh | Shn3 inh set2 | NR2E3 ag-2 | MITF TRPM1 inh | CF NFkB block
Cc1ccc(NC(=O)CS(=O)CC(=O)Nc2cnc3ccccc3c2)cc1Cl (stereo unspecified)
    6 | 4 | -1 | 12 | 2 | -5 | -29 | -11 | 2 | -8 | -3
Clc1cccc(-c2nc3c4ccccc4ccn3c2Cc2ccccc2)c1
    6 | 3 | -77 | -19 | -92 | -30 | -28 | -17 | . | . | -9

Three of the entries above in order of the NR2E3 ag-1 value, descending:
canonical_smiles | Peg3 promoter | NR2E3 ag-1 | HIF-2a block | TWEAK-Fn14 inh | Shn3 inh set2 | NR2E3 ag-2 | MITF TRPM1 inh | CF NFkB block
COC(=O)[C@H](C)NC(=O)NCc1ccccc1F | 15 | 12 | 7 | 26 | -11 | 1 | -5 | 9
CC(CNC(=O)c1ccco1)NC(=O)c1ccco1 (stereo unspecified) | 5 | -13 | 5 | -1 | 0 | 2 | 0 | -24
COc1ccc(N2CCN(C(=S)Nc3ccccc3)CC2)cc1 | 22 | -23 | 2 | 8 | 10 | 5 | 1 | 9

Assay outcomes as filed in PubChem.
